CCT modulator: cytosolic chaperonin activity modulation | purified chaperonin ATPase assay, HTRF ADP detection, 30 min | activity change, % (test concentration not listed), hits read low | 360,000 tested, 0.3% active | AID 651819; in the data active = activity change below about -30%; note: % is set by controls: 0 for no effect and ±100 for the full control effect
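We incubate TRiC, 40 or 20 nM final, with library compounds at 76 uM and 10 uM ATP for 30 min at 37 °C. ADP formed is detected with Transcreener HTRF reagents after 30 min at room temperature.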
EPAC2 ag: agonists of human EPAC2 (RAPGEF4) | EPAC2 activation, biochemical qHTS; response scale: 100% = 6.5 mM cAMP response | Potency, µM (doses to about 154 µM), for the others: at the highest dose activation, hits mostly activators | 360,000 tested, 0.079% active | AID 720711; note: potency is the fitted concentration of half-maximal effect; nearly all actives have a fitted effect of over 50% in size
Target sequence (Q8WZA2 whole entry, looked up): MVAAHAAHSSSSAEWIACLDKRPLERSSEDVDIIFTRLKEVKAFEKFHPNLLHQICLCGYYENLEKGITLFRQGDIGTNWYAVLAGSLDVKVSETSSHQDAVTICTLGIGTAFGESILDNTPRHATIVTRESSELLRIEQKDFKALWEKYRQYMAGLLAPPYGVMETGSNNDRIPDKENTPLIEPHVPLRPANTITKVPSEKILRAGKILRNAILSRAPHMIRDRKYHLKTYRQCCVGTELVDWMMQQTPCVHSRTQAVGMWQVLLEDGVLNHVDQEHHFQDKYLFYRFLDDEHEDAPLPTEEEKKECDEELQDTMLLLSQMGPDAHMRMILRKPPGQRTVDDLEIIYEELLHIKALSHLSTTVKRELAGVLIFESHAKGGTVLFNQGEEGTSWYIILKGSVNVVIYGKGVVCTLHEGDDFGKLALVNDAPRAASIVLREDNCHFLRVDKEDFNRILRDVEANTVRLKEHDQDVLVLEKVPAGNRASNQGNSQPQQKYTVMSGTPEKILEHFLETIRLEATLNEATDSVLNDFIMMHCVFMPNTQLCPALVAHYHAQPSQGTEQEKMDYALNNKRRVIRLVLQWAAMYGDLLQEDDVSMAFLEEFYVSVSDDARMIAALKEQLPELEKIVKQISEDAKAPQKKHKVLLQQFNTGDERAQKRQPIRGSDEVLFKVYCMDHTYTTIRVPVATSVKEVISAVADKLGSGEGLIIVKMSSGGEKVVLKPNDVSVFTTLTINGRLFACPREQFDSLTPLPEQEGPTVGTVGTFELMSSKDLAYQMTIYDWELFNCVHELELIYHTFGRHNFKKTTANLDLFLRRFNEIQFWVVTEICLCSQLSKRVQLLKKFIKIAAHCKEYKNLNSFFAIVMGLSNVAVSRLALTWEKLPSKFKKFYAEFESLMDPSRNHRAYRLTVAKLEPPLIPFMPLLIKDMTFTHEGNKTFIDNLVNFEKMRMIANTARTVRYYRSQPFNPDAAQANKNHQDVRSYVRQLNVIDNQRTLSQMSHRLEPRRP
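Fluorescence exchange assay: 100 nM EPAC2 with 250 nM RAP1B-BODIPY-GDP and 50 uM GDP; compounds tested as a concentration-titration series (qHTS). Loss of Rap1-bound BODIPY-GDP fluorescence read at 480/540 nm; data normalized to 6.5 mM cAMP.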
Nrf2 ARE act: activates Nrf2 signaling. AREc32 ARE-luciferase reporter (MCF7-derived line), luminescence, 24 h. Potency, µM (doses to about 46.1 µM), inactives show top-dose activation, most hits filed as activators. 410,000 tested, 0.31% active; note: potency is the fitted concentration of half-maximal effect; % of control where 0% means no effect; nearly all actives have a fitted effect of over 65% in size
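Luminescent ARE reporter assay in AREc32_Fluc cells: overnight plating at 37 deg C, 24 hr compound incubation, Steady-Glo added, 30 min RT before reading.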
Akt phos inh: Akt phosphorylation inhibition | activity change, % for hits at 50 µM | Neuro2A IGF-stimulated pAkt S473 HTRF, 20 min; active compounds read low | 360,000 tested, 0.32% active; in the data active = activity change below about -80%; inconclusive = mostly about -51% to -80%; note: % is set by controls: 0 for no effect and ±100 for the full control effect
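Neuro2A cells in DMEM with 0.5% FBS, overnight at 37 deg C, given compound at single 50 µM final, then IGF (6 nM final) for 20 min at 37 deg C. Lysed; phospho-Akt Ser473 by HTRF after 24 h, 665/615 ratio.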
TGFb inhibitor: inhibitors of TGF-b signaling; HepG2 CAGA-GFP TGF-b/SMAD3 reporter, GFP fluorescence, 18 h; TGF-beta stimulated, 500 pg/mL final; Potency, µM (series often up to 46.1 µM), for inactives: top-dose activity, negative = inhibition, actives largely listed as inhibitors; 410,000 tested, 1.2% active; AID 588855; note: potency is the fitted concentration of half-maximal effect; % is set by controls: 0 for no effect and ±100 for the full control effect; nearly all actives have a fitted effect of over 65% in size
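Per well, imaged GFP fluorescence of HEPG2 CAGA-GFP cells gives the signal; cells get compound, then TGF-beta (500 pg/mL final), 18 h at 37 degrees C; %Activity versus -TGF-beta and +DMSO controls.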
EPAC2 antagonist: EPAC2 (human) antagonism | Q8WZA2 | AID 720708 | EPAC2 GEF exchange of Rap1B-BODIPY-GDP, fluorescence | Potency, µM (top dose mostly 114 µM), inactives show at the highest dose activity, negative = inhibition, most hits filed as inhibitors | 360,000 tested, 0.18% active; note: potency is the fitted concentration of half-maximal effect; % is set by controls: 0 for no effect and ±100 for the full control effect; nearly all actives have a fitted effect of over 45% in size; many of its hits are not listed in these tables
Nrf2 block: Nrf2 pathway inhibition | A549 ARE-Fluc reporter, luciferase luminescence, 18-24 h | 360,000 tested, 2.1% active | AID 504444 | Potency, µM (doses to about 46 µM), without a hit: at the highest dose activity change, negative = inhibition, usual class: inhibitors; note: potency is the fitted concentration of half-maximal effect; % is set by controls: 0 for no effect and ±100 for the full control effect; nearly all actives have a fitted effect of over 60% in size
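Quantitative HTS in A549 cells stably bearing an antioxidant response element-firefly luciferase construct. Inhibition of Nrf2-driven transcription was scored by luminescence after 18-24 h of compound exposure at 37 °C.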
Mm-Cpn inhibitor: inhibitors of Methanococcus maripaludis chaperonin (MmCpn); purified Mm-Cpn ATPase, ADP Transcreener TR-FRET; AID 504842; Potency, µM (titrated, usually from 76.9 µM), without a hit: at the highest dose activity, negative = inhibition, actives largely listed as inhibitors; 330,000 tested, 0.031% active; note: potency is the fitted concentration of half-maximal effect; % is set by controls: 0 for no effect and ±100 for the full control effect; nearly all actives have a fitted effect of over 80% in size
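ATP (10 uM final) was added to archaeal chaperonin (25 nM final) after 10 min exposure to test compound at 37°C; after 30 min further incubation, ADP was detected by competitive TR-FRET.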
A549 tox: kills or reduces viability of A549 cells in Nrf2 counter-screen; A549 ARE-Fluc cells, CellTiter-Fluor viability, 18-24 h; Potency, µM (titrated, usually from 46 µM), without a hit: top-dose activity change, negative = cytotoxicity, actives largely listed as inhibitors; AID 504648; 390,000 tested, 0.16% active; note: potency is the fitted concentration of half-maximal effect; % is set by controls: 0 for no effect and ±100 for the full control effect
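A549 ARE_Fluc cells in 5% FBS OPTI-MEM were exposed to compounds in concentration-response for 18-24 h at 37 deg C. Viability was read by CellTiter-Fluor fluorescence (Ex 405/Em 525) after 30 min, before the luciferase read.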
* hit, by the source's call; i = inactive; ? = inconclusive; . = not tested or not shown; [ ] = remark or other dose. Unless noted, calls come from the whole dose curve; as a rule, active = well fitted curve in the direction sought with a large enough effect; inconclusive = small, poorly fitted or top-dose-only effect, or another doubt; inactive = no such curve, though single readings can be large; an effect the other way counts as inactive or inconclusive. This is a subset, so the mix of outcomes need not match the whole.

entry	canonical_smiles	CCT modulator	EPAC2 ag	Nrf2 ARE act	Akt phos inh	TGFb inhibitor	EPAC2 antagonist	Nrf2 block	Mm-Cpn inhibitor	A549 tox
1	O=C(CSc1n[nH]c(-c2cccs2)n1)N1CCOCC1	-0.1	-3%	12%	i	-7%	13%	?	1%	15%
2	COc1ccc(NC(=O)CSc2ccc(-c3sc(C)nc3C)nn2)cc1OC	-0.3	-5%	3.2%	i	-7%	10%	-20%	1%	-2%
3	Cc1sc(NC(=O)/C=C/c2ccco2)c(C(=O)OC(C)C)c1C	-0.5	-7%	?	i	-2%	9%	18%	4%	-2%
4	CC(C)[C@H](NC(=O)N1CC(=O)Nc2ccccc21)C(=O)N1CCC[C@H]1C(=O)O	-1.3	10%	-0.4%	i	28%	1%	-4%	-2%	0%
5	O=C(c1ccc2ccccc2c1)N1CCN(c2ccc(C(F)(F)F)cn2)CC1	-2.2	-4%	-0.2%	i	8%	-8%	-28%	0%	-2%
6	COc1ccc(OCC(=O)Nc2ccc(N3CCCCC3)cc2)cc1	-2.5	7%	0.0%	i	3%	5%	-15%	2%	-6%
7	CCOc1cc(N2CCOCC2)c(OCC)cc1NC(=O)COC(=O)CCOc1ccc(C(C)(C)C)cc1	0.4	3%	0.6%	i	27%	-8%	0%	-2%	1%
8	COc1ccc(NC(=O)CN(C)CC(=O)Nc2ccccc2SC)cc1	-2.0	-1%	12%	i	-5%	-3%	-2%	?	7%

Continued; the last 3 above are carried over.
entry	canonical_smiles	CCT modulator	EPAC2 ag	Nrf2 ARE act	Akt phos inh	TGFb inhibitor	EPAC2 antagonist	Nrf2 block	Mm-Cpn inhibitor	A549 tox
6	COc1ccc(OCC(=O)Nc2ccc(N3CCCCC3)cc2)cc1	-2.5	7%	0.0%	i	3%	5%	-15%	2%	-6%
7	CCOc1cc(N2CCOCC2)c(OCC)cc1NC(=O)COC(=O)CCOc1ccc(C(C)(C)C)cc1	0.4	3%	0.6%	i	27%	-8%	0%	-2%	1%
8	COc1ccc(NC(=O)CN(C)CC(=O)Nc2ccccc2SC)cc1	-2.0	-1%	12%	i	-5%	-3%	-2%	?	7%
9	O=C(O)c1cc2cc(Cl)cc(Cl)c2oc1=O	-1.3	-5%	3.7%	i	6%	-10%	-4%	1%	6%
10	NC(=O)CNC(=O)c1ccc(Cl)cc1	2.6	13%	-0.1%	i	-6%	-3%	-10%	1%	5%
11	O=S(=O)(/N=C(/Nc1nccs1)c1ccc(F)cc1)c1ccccc1	-2.9	-6%	-0.7%	i	1%	5%	-11%	1%	-4%
12	COc1ccc(C)cc1Nc1n[n+](C)c(-c2c3ccccc3cc3ccccc23)s1	-2.3	0%	5.4%	i	2%	8%	5%	-1%	-12%
13	Cc1ccc2oc(C(=O)N(C)CCC(O)c3ccccc3)c(C)c2c1 (stereo not given)	-0.5	-2%	3.8%	i	?	-2%	30%	0%	-12%
14	Cc1ccc(C(=O)N2CCCC2)cc1S(=O)(=O)N1CCOCC1	-0.5	4%	-0.2%	i	9%	11%	9%	1%	-1%
15	CSc1ncc(C(=O)N2CCN(c3cccc(C(F)(F)F)c3)CC2)c(C)n1	.	.	0.0%	.	-6%	.	9%	.	9%
16	Cc1ccc(NC(=O)C2CCCO2)cc1[N+](=O)[O-] (stereo not given)	-4.5	7%	0.0%	i	-27%	19%	5%	-2%	-3%
17	COc1ccc(C(=O)N2CC3(CC(c4cccc(NC(=O)COc5ccc(Cl)cc5)c4)=NO3)C[C@@H]2C(N)=O)cc1 (stereo not given in full)	1.8	10%	0.5%	i	?	2%	-6%	-1%	-8%
18	COc1cccc2cc(C(=O)Nc3cccnc3N3CCOCC3)c(=O)oc12	-2.3	-4%	10.0%	i	-2%	-5%	4%	2%	0%
19	CC(=O)Nc1ccc(NC(=O)CSc2ccc(-c3sc(C)nc3C)nn2)cc1	-1.2	4%	0.1%	i	-4%	15%	?	4%	0%
20	O=C(CCn1ccc([N+](=O)[O-])n1)Nc1nccs1	-0.3	4%	2.6%	i	?	3%	0%	-1%	3%
21	COc1ccc(N2CCN(C(=O)c3ccc(NS(=O)(=O)c4ccccc4)cc3)CC2)cc1	-0.5	2%	3.9%	i	?	-7%	.	2%	-1%
22	N#Cc1c(N(CCO)CCO)nc(N)c2c(N)nc3c(c12)CC(=O)N3CC1CCCO1 (stereo not given)	-12	8%	-0.1%	i	-27%	-8%	0%	-2%	-1%
23	CCOC(=O)C1=C(CSc2nc(C)cc(C)c2C#N)OC(N)=C(C#N)C1c1ccccc1 (stereo not given)	1.6	0%	13%	i	0%	-1%	.	-7%	17%
24	COC(=O)c1ccc(CNC(=O)CC[C@H]2O[C@@H](n3cc(C)c(=O)[nH]c3=O)C[C@@H]2O)cc1	0.4	5%	-0.9%	i	-1%	-4%	.	.	.
25	CCc1cc(C(=O)N2CCOCC2)c(NC2=NS(=O)(=O)c3ccccc32)s1	-1.0	-1%	0.1%	i	?	8%	7%	2%	-14%
26	CCCC1=C(C(=O)OCC)C(/C=C/c2ccccc2)n2ncnc2N1 (stereo not given)	-0.6	-3%	0.2%	i	-6%	0%	.	-1%	-5%
27	COc1ccccc1CN1CCNC(=O)C1CC(=O)O (stereo not given)	-0.3	11%	1.8%	i	-3%	1%	-9%	1%	9%
28	CC(C)(C)c1ccc(S(=O)(=O)NNC(=O)c2cc3ccccc3[nH]2)cc1	0.8	3%	19%	i	?	4%	7%	0%	-10%
29	Cc1ccc(C2C(C#N)=C(N)OC3=C2C(=O)CC(C)(C)C3)s1 (stereo not given)	-3.3	5%	2.6%	i	-5%	1%	-15%	1%	0%
30	CC(=O)N1CCN(c2nc(N)c(C#N)c(CC#N)c2C#N)CC1	0.8	8%	-0.3%	i	16%	-3%	-14%	0%	-1%
31	Cc1cc(NCc2ccco2)n2ncnc2n1	-3.0	-5%	-0.5%	i	-7%	3%	-18%	1%	-11%
32	O=C(COC(=O)Cc1c(Cl)cccc1Cl)NCC1CCCO1 (stereo not given)	-1.9	10%	-0.4%	i	-5%	-5%	2%	0%	-7%
33	CCOC(=O)c1noc(C)c1C(=O)Nc1nc(C)cc(C)n1	-1.0	2%	0.2%[9.22 µM]	i	-8%	10%	-2%	1%	4%
34	O=c1c(Cc2c(F)cccc2Cl)c(O)ccn1C1CC1	-3.0	1%	-0.1%	i	2%	4%	9%	1%	1%
35	Cc1cc(C)cc(NC(=O)CSc2nnc(-c3ccncc3)o2)c1	-2.5	9%	0.3%	i	18%	1%	13%	-1%	1%
36	CCNC(=O)N(C)C[C@H]1N[C@@](CC)(C(=O)OC)[C@H]2C(=O)N(C)C(=O)[C@@H]12	1.8	9%	-0.6%	i	6%	-2%	12%	2%	1%
37	CC(=O)OCC=C1CCC2C3CCC4=CC(=O)CCC4(C)C3C(O)CC12C (stereo not given)	-0.2	-2%	2.2%	i	-3%	-19%	-21%	.	3%
38	O=C(COC(=O)/C=C/c1ccc([N+](=O)[O-])cc1)NCc1cccs1	-0.8	11%	0.1%	i	15%	0%	3%	1%	-1%
39	COC(=O)c1cccc(N2CCCC2=O)c1	3.0	7%	0.2%	i	-11%	10%	1%	1%	7%
40	CCOC(=O)N1CCN(C(=O)CN(Cc2ccccc2)S(C)(=O)=O)CC1	0.7	8%	-0.6%	i	19%	17%	5%	0%	2%
41	CN(C)S(=O)(=O)c1ccc(N2CCCC2)c(C(=O)N2CCN(S(=O)(=O)c3ccccc3F)CC2)c1	-0.4	8%	0.1%	i	-4%	2%	1%	0%	9%
42	CN(CCC#N)C(=O)COC(=O)c1ccccc1OCc1ccccc1Cl	1.8	2%	0.2%	i	-4%	-8%	7%	0%	-16%
43	Cc1cc(C(=O)OCC(=O)NC2CCCCC2C)c2ccccc2n1 (stereo not given)	0.2	-1%	-0.2%	i	-9%	11%	-7%	-4%	0%
44	COc1ccc(-c2cn3c(n2)CCC3)cc1	-0.9	2%	-0.4%	i	-18%	-2%	?	2%	-6%
45	COc1cc(OC)cc(C(=O)NCc2n[nH]c(=S)n2-c2ccccc2)c1	0.5	1%	-0.9%	i	4%	0%	9%	1%	-1%
46	CC(=O)NCCC(=O)Nc1cc(F)ccc1C	-0.1	-1%	-0.5%	i	-14%	3%	.	2%	1%
47	CC(=O)OC1COC(N2CCc3ccccc32)C(OC(C)=O)C1OC(C)=O (stereo not given)	-2.7	-1%	-0.4%	i	23%	-3%	0%	2%	2%
48	Cc1ccc(-c2nc3ccc(Br)cn3c2Cc2ccsc2)cc1	1.0	-11%	4.8%	i	-20%	?	.	.	.
49	COc1cccc(CNC(=O)c2c(C)oc3nc(C)nc(N4CCOCC4)c23)c1	.	.	3.5%	.	0%	.	?	.	4%
50	O=C(C1=C[C@@H](C2CC2)C[C@@H](OCc2ccc(CO)cc2)O1)N1CCN(Cc2ccccc2)CC1	0.4	5%	6.7%	i	-20%	14%	-7%	.	5%
51	CC(C)CCN1CC(C(=O)NCc2ccc(F)cc2)CC1=O (stereo not given)	-0.1	3%	0.1%	i	3%	0%	3%	-1%	0%
52	CCOc1ccc(N(CC(=O)Nc2ccccc2Cl)S(C)(=O)=O)cc1	-8.5	4%	4.3%	i	-13%	-1%	8%	-2%	-6%
53	CCc1c(C)nc(SCC(=O)N2C(C)CCCC2C)[nH]c1=O (stereo not given)	-0.4	-1%	4.5%	i	7%	4%	1%	0%	-1%
54	CC(Cc1cnccn1)NC(=O)c1cc(COc2ccc(F)cc2F)on1 (stereo not given)	0.6	-3%	-0.6%	i	-6%	-9%	6%	1%	0%
55	Cc1cc(NC(=O)c2cccs2)ncc1NC(=O)C(C)(C)C	0.6	7%	0.0%[9.22 µM]	i	-2%	8%	?	1%	4%
